ERAP1 inh: human ERAP1 aminopeptidase inhibitors, primary screen, biochemical, single point, plate reader; Endoplasmic reticulum aminopeptidase 1 (Homo sapiens), Q9NZ08; recombinant ERAP1, Leu-AMC fluorescence, 60 min; inhibition, % at 10.7 µM; 0.15% of 340,000 active; AID 652197, 2013;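 active = mean replicate inhibition of at least 30%, or all replicates individually reaching that 30% level; inactive = mean below 30% and not every replicate reaching it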;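 also: 0% = neutral control wells and 100% = L-leucinethiol positive control wells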
Target sequence (Q9NZ08 whole entry, looked up): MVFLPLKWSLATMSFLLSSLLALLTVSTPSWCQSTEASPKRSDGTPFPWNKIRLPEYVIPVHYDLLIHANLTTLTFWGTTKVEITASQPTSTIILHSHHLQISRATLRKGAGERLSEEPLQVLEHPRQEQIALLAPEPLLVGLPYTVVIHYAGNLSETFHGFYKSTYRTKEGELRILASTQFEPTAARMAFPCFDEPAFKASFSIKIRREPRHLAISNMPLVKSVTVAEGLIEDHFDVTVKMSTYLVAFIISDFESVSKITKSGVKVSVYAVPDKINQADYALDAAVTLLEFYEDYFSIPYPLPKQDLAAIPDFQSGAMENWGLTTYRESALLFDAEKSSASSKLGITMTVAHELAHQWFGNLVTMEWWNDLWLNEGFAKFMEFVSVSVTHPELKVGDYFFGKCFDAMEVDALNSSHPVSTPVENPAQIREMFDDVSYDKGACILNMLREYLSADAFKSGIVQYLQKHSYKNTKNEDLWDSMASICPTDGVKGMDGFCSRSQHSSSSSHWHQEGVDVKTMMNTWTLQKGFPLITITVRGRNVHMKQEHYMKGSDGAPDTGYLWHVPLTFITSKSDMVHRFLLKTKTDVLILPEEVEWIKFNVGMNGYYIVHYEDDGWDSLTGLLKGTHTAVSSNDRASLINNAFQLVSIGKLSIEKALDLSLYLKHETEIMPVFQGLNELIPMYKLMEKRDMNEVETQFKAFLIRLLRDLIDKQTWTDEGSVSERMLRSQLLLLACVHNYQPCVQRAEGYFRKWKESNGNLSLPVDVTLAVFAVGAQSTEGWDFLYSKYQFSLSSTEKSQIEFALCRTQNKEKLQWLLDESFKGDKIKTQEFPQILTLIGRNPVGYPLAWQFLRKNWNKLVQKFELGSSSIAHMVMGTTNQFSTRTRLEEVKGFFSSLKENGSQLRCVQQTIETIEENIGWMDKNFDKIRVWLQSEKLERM
Casp6 inh: human caspase-6 inhibitors, primary screen, biochemical, VEID-R110 fluorescence, single point, set 2; P55212; purified caspase-6, Z-VEID-R110 cleavage fluorescence; inhibition, % at 12.5 µM; 0.53% of 350,000 active;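 active = mean inhibition across replicates at least about 35%, with every replicate also reaching that limit, limit read from the data; inconclusive = only one of the two criteria met; inactive = neither criterion met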;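 also: 0% = median of neutral control wells and 100% = no fluorescence left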
miR122 inh: miR-122 Renilla sensor signal increase in Huh7, primary screen, miR-122 inhibitor project, cell-based, single point, plate reader; Huh7 miR-122 Renilla luciferase sensor, 48 h; neutral wells = 0, positive control = 100; activation (reporter increase), % at 12.5 µM; 0.3% of 340,000 active;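 active = mean replicate activation score at least 90 and every replicate individually at or above 90; inconclusive = only one of the two criteria met; inactive = neither criterion met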;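 also: higher luciferase means less miR-122 activity so hits act as miR-122 inhibitors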
F508del corr: F508del CFTR correction, initial screen, CFBE line, single point | CFBE cells, YFP halide quenching; stimulated with forskolin plus potentiator P3; % fluorescence drop versus neutral controls | activity (quench increase), % at 7.58 µM | 0.36% of 350,000 active;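 active = mean added fluorescence quench of at least 8% versus neutral control, with both replicates also reaching 8%; inconclusive = only one of the mean or replicate conditions met; inactive = mean below 8% and not both replicates reaching 8%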;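 also: cells transiently co-express mutant CFTR-F508del with the halide-sensitive YFP; corrector assay measuring rescue of mutant channel to the surface after 24 h compound exposure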
ERp5 block: inhibitors of ERp5-driven insulin aggregation, primary screen, biochemical, turbidity, absorbance 650 nm, single point; 90 min; inhibition, % at 9.99 µM; 0.05% of 350,000 active; AID 651711, 2012;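 active = mean replicate inhibition above about 25%, with every replicate also reaching it, limit read from the data, passing the limit was not always enough; inconclusive = only one of those two criteria met; inactive = neither criterion met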
DENV2 CPE: inhibitors of DENV2 cytopathic effect, primary screen, cell-based, plate reader, single concentration | CPE inhibition, % at 9.99 µM | DENV2-infected cells, cytopathic effect rescue | 1.7% of 350,000 active; in the data active = CPE inhibition above about 20%, passing the limit was not always enough; inconclusive = no clear call, values can overlap the other calls; tested in BHK-21 cells;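 also: 0% = median of neutral control wells and 100% = median of positive control wells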
SIRT5 block: SIRT5 desuccinylase inhibitors, primary screen, biochemical, fluorescence imaging, single point, set 5. NAD-dependent protein deacylase sirtuin-5, mitochondrial (Homo sapiens), Q9NXA8. Purified SirT5, succinyl-peptide AMC, trypsin-coupled fluorescence. inhibition, % at 15 µM. 1.1% of 330,000 active. AID 652115, 2013; in the data active = inhibition above about 15%; inconclusive = no clear call, values can overlap the other calls
The depositor's hits bear a star; ? = inconclusive; . = no result given; & = joins results of further samples; [ ] = remark or other dose.

Values in the order – SIRT5 block, ERAP1 inh, ERp5 block, Casp6 inh, F508del corr, miR122 inh, DENV2 CPE
[1] O=C(O)c1c(Cl)c(Cl)c(Cl)c(Cl)c1C(=O)OCC1CCCO1 (configuration not stated)
→ 0, 6, 1, 2, -1.0, -3, 7
[2] Cc1c(N2C(=O)CSC2c2ccc(F)cc2)c(=O)n(-c2ccccc2)n1C (configuration not stated)
→ -4, 0, 4, -5, -0.5, ., 12
[3] CCC(=O)N1CCc2cc(S(=O)(=O)N3CCCC3)ccc21
→ 3, 0, -3, 0, -0.7, 0, 4
[4] CO[C@H]1CN(C)C(=O)c2cc(NC(=O)NC3CCCCC3)ccc2OC[C@@H](C)N(CC2CC2)C[C@H]1C
→ 0, -1, 1, 2, -0.2, -4[16.7 µM], 4
[5] N/C(=N\OC(=O)c1ccc(Cl)cc1)c1nonc1N
→ -1, -9, -15, -1, 0.8, -2, -1
[6] COc1cccc(NC(=S)N(CCCN2CCN(C)CC2)Cc2ccco2)c1
→ 0, 1, -1, -14, 0.1, 7, 1
[7] CC(C)n1c2ccccc2c2nnc(SCC(=O)Nc3ccccc3C(=O)O)nc21
→ 8, 4, -2, 2, 1.7, ., 1
[8] O=C(COC(=O)Cc1ccc(Br)cc1)Nc1ccc(N2CCOCC2)cc1
→ -2, 1, -1, 1, 0.7, -9, ?
[9] COc1ccc(C(CNC(=O)CCNS(=O)(=O)c2ccc(Br)cc2)N2CCCC2)cc1 (configuration not stated)
→ -6, -2, 9, 0, 3.1, -3, -1
[10] COc1cc(C(=O)NCC(=O)NCCN2C(=O)S/C(=C\c3ccc4c(c3)OCO4)C2=O)cc(OC)c1OC
→ -1, 7, -5, 3, 1.3, 1, -5
[11] COc1ccc(NC(=O)N2C[C@@H]3N[C@H](C2)C3c2ccc(-c3cccc(OC)c3)cc2)cc1 (some centres not stated)
→ 8&3, -1&-2, -3&-4, 0&2, -2.7&-1.1, ., 9&20
[12] CC(C)NC(=O)N1[C@@H]2CNc3ccccc3[C@@H]2[C@@H]1CO
→ 10, -5, -1, 5, 0.1, 23[16.7 µM], -4
[13] CN(C)C(=O)Nc1ccc(Cl)c(Cl)c1
→ -5, 0, -2, 1, 2.5, 1, -1
[14] COc1ccc(CCC(=O)NCCc2ccc(OC)c(OC)c2)cc1
→ -3, 2, 5, -2, -1.0, -4, 4
[15] O=S(=O)(NCCC1=CCCCC1)c1ccccc1Br
→ -2, -2, 4, -1, 2.2, 140*, 1
[16] Cc1noc(C)c1NC(=O)Nc1ccc2c(c1)CC(=O)N([C@@H](C)CO)C[C@@H](C)[C@@H](CN(C)C(=O)Nc1ccc(C(F)(F)F)cc1)O2
→ 2, 0, 5, 0, -3.8, 6[16.7 µM], -2
[17] COC(=O)c1ccc(CN2CC(=O)N3[C@H](CO)[C@H](c4ccc(Br)cc4)[C@H]3C2)cc1
→ -4, 2, 1, 5, 4.2, ., 6
[18] CCOC(=O)N1CCN(Cc2nnc(-c3ccccc3Cl)o2)CC1
→ 4, 3, 1, -2, -0.8, ., 5
[19] O=C(NNc1nc2c(F)cc(F)cc2s1)C1=COCCO1
→ 0, 1, 0, 0, 0.5, ., 7
[20] O=c1c(Cc2ccc(F)cc2)c(O)ccn1CCc1cnc[nH]1
→ 3, 5, 1, -2, 0.3, ., 3

An excerpt from above in order of number of heavy atoms, ascending:
Values in the order – SIRT5 block, ERAP1 inh, ERp5 block, Casp6 inh, F508del corr, miR122 inh, DENV2 CPE
[13] CN(C)C(=O)Nc1ccc(Cl)c(Cl)c1
→ -5, 0, -2, 1, 2.5, 1, -1
[15] O=S(=O)(NCCC1=CCCCC1)c1ccccc1Br
→ -2, -2, 4, -1, 2.2, 140*, 1
[14] COc1ccc(CCC(=O)NCCc2ccc(OC)c(OC)c2)cc1
→ -3, 2, 5, -2, -1.0, -4, 4

Additional compounds follow.
Values in the order – SIRT5 block, ERAP1 inh, ERp5 block, Casp6 inh, F508del corr, miR122 inh, DENV2 CPE
[21] O=C(Nc1ncccc1O)c1ccc(S(=O)(=O)N2CCCC2)cc1
→ 0, 0, -6, -2, -5.2, ., -7
[22] Clc1ccc(OCCSc2ncccn2)c(Br)c1
→ 0, 4, -5, 0, -1.5, ., 8
[23] Cc1cccc(NC(=S)N(CCc2ccncc2)C(C)C)c1C
→ -9, -3, -5, -6, 0.9, ., 3
[24] CC(=O)Nc1ccc(S(=O)(=O)NC2(c3ccccc3)C(=O)N(C)C(=O)N(C)C2=O)cc1
→ -1, 1, 5, -1, -3.2, ., -10
[25] COc1cccc(-n2nnnc2SCC(=O)Nc2ccc(NC(C)=O)cc2)c1
→ -2, -2, 2, 1, 3.7, ., 6
[26] Cc1cccc(C(C)C)c1NC(=O)COC(=O)c1cc2ccccc2oc1=O
→ -2, 0, 3, 0, 3.2, ., ?
[27] CON/C=N/C(=S)Nc1ncc(C(F)(F)F)cc1Cl
→ -2, 10, -15, -2, -3.8, ., 15
[28] Cc1cc(C)c2nc(SC(C)C(=O)NCC(=O)Nc3ccc(F)c(F)c3F)cc(C)c2c1 (configuration not stated)
→ -5, 2, -2, -2, 1.2, ., 28*
[29] COC(=O)C1=CN(c2cc(C)cc(C)c2)C=C(C(=O)OC)C1c1ccc(OC)c(O)c1
→ 1, 0, 0, 2, -1.7, -9, 5
[30] CN(C)c1nc(N)c([N+](=O)[O-])c(N2CCCCCC2)n1
→ -1, 3, 2, -3, 2.5, -1, -1
[31] O=C(O)c1cccc(CSc2n[nH]c(-c3ccc(Cl)cc3Cl)n2)c1
→ -3, -10, 1, 5, 3.0, ., 1
[32] O=C(NCc1ccco1)C1CCCN1C(=O)Nc1cccc(Cl)c1 (configuration not stated)
→ 1, 1, 3, 1, -2.3, 0, 0
[33] CNC(=O)c1cccc(NC(=O)c2cc(-c3ccccc3)nc3c2cnn3C(C)C)c1
→ -4, -2, -11, 1, 1.0, ., 4
[34] CC1=C[C@@H]2[C@H]3C(=O)N(Cc4ccccc4)C(=O)[C@H]3[C@@H]1[C@@H]1O[C@@]3(C(=O)N(C)c4ccccc43)C3=C(CCCC3=O)N21
→ ., -3, 3, 0, 0.7, ., 6
[35] COc1ccc(-c2ccc([C@@H]3[C@@H](CO)N4C(=O)CN(C(=O)c5cccnc5)C[C@H]34)cc2)cc1
→ -6, 2, 1, 1, 1.3, ., 5
[36] C[C@@H]1CCCCO[C@H](CN(C)C(=O)C2CCCCC2)[C@@H](C)CN([C@@H](C)CO)C(=O)c2cc(NC(=O)Nc3ccccc3)ccc2O1
→ 1, 1, 11, 1, -3.2, -7[16.7 µM], -4
[37] CN(CCC#N)Cc1cc(=O)oc2ccc3ccccc3c12
→ -5, ., 2, -1, -1.7, ., 4
[38] COc1ccc(C(=O)OCc2nnc(-c3ccccc3)o2)cc1S(=O)(=O)N1CCOCC1
→ 1, 2, -2, 3, 0.2, 14, 0
[39] N#CCCn1cc(C(=O)Nc2ccc(C(=O)O)cc2)c(-c2cccc(Br)c2)n1
→ 1, 0, 3, -2, 0.2, -2, 2
[40] Cc1cc(C)c2oc(C(=O)N(Cc3cccs3)C3CCS(=O)(=O)C3)cc(=O)c2c1 (configuration not stated)
→ -2, 0, 3, -2, -3.8, ., 0

Excerpt: compounds 21 to 27
Values in the order – SIRT5 block, ERAP1 inh, ERp5 block, Casp6 inh, F508del corr, miR122 inh, DENV2 CPE
[21] O=C(Nc1ncccc1O)c1ccc(S(=O)(=O)N2CCCC2)cc1
→ 0, 0, -6, -2, -5.2, ., -7
[22] Clc1ccc(OCCSc2ncccn2)c(Br)c1
→ 0, 4, -5, 0, -1.5, ., 8
[23] Cc1cccc(NC(=S)N(CCc2ccncc2)C(C)C)c1C
→ -9, -3, -5, -6, 0.9, ., 3
[24] CC(=O)Nc1ccc(S(=O)(=O)NC2(c3ccccc3)C(=O)N(C)C(=O)N(C)C2=O)cc1
→ -1, 1, 5, -1, -3.2, ., -10
[25] COc1cccc(-n2nnnc2SCC(=O)Nc2ccc(NC(C)=O)cc2)c1
→ -2, -2, 2, 1, 3.7, ., 6
[26] Cc1cccc(C(C)C)c1NC(=O)COC(=O)c1cc2ccccc2oc1=O
→ -2, 0, 3, 0, 3.2, ., ?
[27] CON/C=N/C(=S)Nc1ncc(C(F)(F)F)cc1Cl
→ -2, 10, -15, -2, -3.8, ., 15

(list continues)
Values in the order – SIRT5 block, ERAP1 inh, ERp5 block, Casp6 inh, F508del corr, miR122 inh, DENV2 CPE
[41] COc1ccc(OC)c(C2/C(=C(/O)c3cnn(-c4ccccc4)c3C)C(=O)C(=O)N2CCN(C)C)c1 (configuration not stated)
→ 1, 0, 5, -3, -0.5, ., -8
[42] CC(=O)c1ccc(NC(=O)CN2CCN(c3ccccc3)CC2)cc1
→ ., 0, 5, -2, 0.5, -1, 6
[43] COc1cc(OC)c2c(-c3ccccc3)cc(=O)oc2c1C(CC(=O)N1CCCC1)c1ccc2c(c1)OCO2 (configuration not stated)
→ 7, -1, -5, 2, -1.0, 64, -6
[44] NC(=O)C1CCN(C(=O)c2ccc(Cl)c(S(=O)(=O)NCc3ccco3)c2)CC1
→ 2, 3, -1, 4, 1.7, ., -4
[45] CC(C)NC(=O)Nc1ccc2c(c1)CC(=O)N([C@H](C)CO)C[C@@H](C)[C@@H](CN(C)Cc1ccncc1)O2
→ 1, 1, 2, 4, -0.2, 1[16.7 µM], 10
[46] C[C@@H]1CN([C@H](C)CO)C(=O)Cc2cc(NS(=O)(=O)c3cn(C)cn3)ccc2O[C@@H]1CN(C)S(C)(=O)=O
→ -10, 0, -3, 7, 0.7, -4[16.7 µM], -1
[47] O=C(CN1C(=O)NC2(CCCCC2)C1=O)Nc1ccc(Cl)c(S(=O)(=O)N2CCOCC2)c1
→ -9, -2, 0, 4, 0.1, 7, -2
[48] CNC(=O)C[C@@H]1CC[C@H]2[C@@H](COc3ccc(NC(=O)c4ccc(F)cc4)cc3C(=O)N2C)O1
→ -1, 2, 4, -1, 3.7, 0[16.7 µM], 12
[49] C/C=C/c1ccc2c(c1)O[C@H](CN(C)CC1CCOCC1)[C@H](C)CN([C@@H](C)CO)S2(=O)=O
→ 0, 1, 9, -3, 0.9, -3[16.7 µM], -3
[50] Cc1nc(-c2ccccn2)nc(N2CCOCC2)c1Cl
→ 0, 0, -3, 1, 1.7, 24, 0
[51] CN(C)C(=O)C[C@@H]1C=C[C@@H](NC(=O)C2CCC2)[C@@H](CO)O1
→ -3&1, 1, 3&-2, 3&1, -0.4&0.1, ., 2&1
[52] C[C@@H]1CN([C@H](C)CO)S(=O)(=O)c2ccc(Br)cc2O[C@@H]1CN(C)C(=O)NC1CCCC1
→ -1, 3, -1, 1, -0.5&0.4, 15, ?
[53] COCCN(C(=O)COC(=O)CSc1ccccc1)c1c(N)n(Cc2ccccc2)c(=O)[nH]c1=O
→ 1, 6, 3, -2, -0.8, -1, -1
[54] O=C(CN1c2cccc3cccc(c23)S1(=O)=O)NCCc1ccc(F)cc1
→ -1, 1, -2, 1, -1.8, ., -3
[55] CN(C)CC(=O)N1[C@H](C#N)[C@@H](c2ccccc2-c2cccc(C(=O)N(C)C)c2)[C@H]1CO
→ 4, 2, 2, 0, -2.0, ., -8
[56] COc1ccc(C)cc1S(=O)(=O)Nc1ccc2c(c1)OCO2
→ -4, -7, -2, 5, 5.1, ., 0
[57] C[C@@H]1CN([C@@H](C)CO)C(=O)c2cc(/C=C/c3ccccc3)cnc2O[C@@H]1CN(C)C(=O)C1CCC1
→ -17, 1, 12, -2, 0.0, 0[16.7 µM], 5

Source: PubChem BioAssay (Broad Institute)
